Screening results deposited in PubChem by several laboratories.
XIAP displacement: XIAP antagonists, biochemical, IAP family, fluorescence polarization (AID 1018). XIAP BIR domain, fluorescence polarization peptide displacement; higher % means a stronger effect. one-dose displacement, % at 20 µM; IC50 in µM for titrated hits. actives 0.007% (n = 200,000); in the data active means displacement above about 50%; further: a part of the inactive calls stands beside numbers as strong as those of hits
TNAP activation fold: stimulation of alkaline phosphatase TNAP activity – biochemical, luminescent, no phosphate acceptor, uHTS, primary screen (AID 1001); purified TNAP, luminescent activation assay, no phosphate acceptor; higher activation fold means a stronger effect; activation fold at 20 µM; hits with a dose series show EC50 in µM; actives 0.03% (n = 200,000); in the data active means activation fold from about 3, or a potency from the dose series; inactive means the rest, 99 in 100 with activation fold below about 1.6; further: many of its hits are not listed in these tables
LYP phosphatase: inhibitors of LYP phosphatase, biochemical, fluorescence intensity, uHTS (AID 1779) | recombinant LYP phosphatase, fluorescence intensity; higher % means a stronger effect | one-dose inhibition, % at 11.5 µM; IC50 in µM for titrated hits | actives 0.054% (n = 290,000);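 further: plate controls were vehicle with enzyme for no effect and no enzyme for full effect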
M17LAP inhibition: P. falciparum M17LAP inhibitors, primary screen, biochemical, fluorogenic H-Leu-NHMec substrate, 1536-well (AID 1619). one-dose inhibition, % at 30 µM; IC50 in µM for titrated hits. recombinant M17LAP, H-Leu-NHMec fluorogenic kinetic assay; higher % means a stronger effect. actives 0.38% (n = 220,000);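 active means compound inhibiting the enzyme by more than half at any dose during confirmatory dose-response retesting; inconclusive means strong single-dose inhibitors picked by rank but not retested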;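 further: plate controls were full reaction with DMSO carrier for no effect and no enzyme background for full effect; strong numbers were not always called active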
PMI inhibitors: inhibitors of human PMI, primary screen, biochemical, fluorescence intensity, coupled assay (AID 1209). purified PMI enzyme, coupled fluorescence intensity; higher % means a stronger effect. inhibition, % at 20 µM, or IC50 in µM where a hit was titrated. actives 0.42% (n = 190,000);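 further: plate controls were DMSO vehicle for no effect and wells lacking substrate for full effect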
Yfh1-depleted yeast: mitochondrial function rescue without frataxin homolog – Friedreich's ataxia, plus single-dose screen, dose response (AID 1465) | S. cerevisiae Yfh1-off respiration, WST-1 reduction, 72 h; higher fold induction means a stronger effect | one-dose fold induction at 50 µM; EC50 in µM for titrated hits | actives 0.074% (n = 220,000);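 active means fold induction of absorbance versus untreated yeast above a set limit, then at least 30% activation at any dose in follow-up; inconclusive means repeats straddling the limit, or above it without dose testing; inactive means fold induction below the set limit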;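 further: activators that raise dye reduction in frataxin-depleted yeast; strong numbers were not always called active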
P. falciparum M1AAP: malaria alanyl aminopeptidase activity blockers – biochemical, fluorogenic H-Leu-NHMec substrate, 1536-well (AID 1445). actives 0.42% (n = 220,000). one-dose inhibition, % at 30 µM; IC50 in µM for titrated hits. recombinant M1AAP, H-Leu-NHMec fluorogenic kinetic assay; higher % means a stronger effect;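 active means primary inhibition above the hit cutoff, then over 50% inhibition at one or more dose response concentrations, cut at about 23% in these data, passing the limit was not always enough; inconclusive means conflicting primary data, or primary hits not chosen for dose response; inactive means low primary inhibition, or under 50% at every dose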;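 further: plate controls were DMSO full reaction for no effect and no enzyme background for full effect; strong numbers were not always called active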
human PMI inhibitors: MPI inhibition at elevated mannose 6-phosphate – biochemical, fluorescence intensity, high mannose 6-phosphate, primary screen (AID 1220); recombinant PMI enzyme, coupled fluorescence intensity; higher % means a stronger effect; one-dose inhibition, % at 20 µM; IC50 in µM for titrated hits; actives 0.66% (n = 190,000)
WT yeast gro inh: growth inhibition of WT yeast, mitochondrial fusion screen | mitochondrial fusion phenotypic screen, WT strain | inhibition, % at 10 µM | actives 2.1% (n = 190,000) | AID 1362; in the data active means inhibition above about 58%; tested in S. cerevisiae
WT yeast gro inh mutant strain: further read-out of WT yeast gro inh, marked with its call; inhibition, %; mitochondrial fusion phenotypic screen, mutant strain inhibition
Numbers without * were called inactive; i = inactive; ? = inconclusive; . = not tested or not shown. Unless noted, no stated cut-off is given here; in the data, active means inhibition above about 50%; inactive means the rest.

SMILES	XIAP displacement	TNAP activation fold	LYP phosphatase	M17LAP inhibition	PMI inhibitors	Yfh1-depleted yeast	P. falciparum M1AAP	human PMI inhibitors	WT yeast gro inh	WT yeast gro inh mutant strain
Cc1ccccc1NC(=O)c1c(O)c2cccc3c2n(c1=O)CCC3	-4.9%	0.9	2%	.	-13%	.	.	-8%	.	.
Cc1c(C(=O)N2CCc3ccccc3C2)oc2ccc(S(=O)(=O)N3CC(C)CC(C)C3)cc12 (stereo not given)	-6.7%	1	4%	6%	27%	i	1%	18%	31	-3
CCCCN(CCCC)/C(N)=N/c1nc(C)cc(C)n1	-10%	1	-6%	0%	-9%	i	6%	2%	1	15
COc1cnc(-c2ccccn2)nc1Oc1ccc(Cl)cc1	-2.1%	1	-2%	9%	8%	i	4%	3%	38	15
CCc1ccc(NC(=O)CCn2ccnc2C)cc1	-8.4%	1	-6%	-4%	-14%	i	11%	-8%	-21	7
O=C(Cc1ccc([N+](=O)[O-])cc1)Nc1cc(C(F)(F)F)cc(C(F)(F)F)c1	.	.	-3%	3%	.	i	4%	.	.	.
O=c1c2cnn(-c3ccc(F)cc3)c2ncn1Cc1ccc(F)cc1	-4.2%	1.1	3%	4%	-6%	i	1%	-3%	-4	-14
O=C(NC(=S)Nc1ccc(Oc2ccccc2)cc1)c1ccc(Cl)cc1	-2.9%	1	5%	2%	13%	i	0%	6%	24	39
CSc1nsc(/C=C/Nc2ccc(F)cc2)c1C#N	-13%	1.1	4%	21%	-38%	.	3%	1%	-8	0
COc1cccc2c1OCC/C2=N\NC(=O)COc1ccccc1C	0.7%	1.1	1%	4%	-7%	i	1%	-11%	-4	-18
CCCc1cc(C(=O)OC)c(NC(=O)CCCC(=O)O)s1	-2.9%	1.1	-6%	11%	-4%	i	-5%	-2%	11	3
CCCOc1ccc(OCC(=O)c2[nH]c(C)c(C(C)=O)c2C)cc1	-16%	1.1	-5%	3%	1%	i	-2%	-2%	7	1
C/C(N)=C(/C#N)C(=O)CSc1nnc(-c2ccc(OC(F)F)cc2)o1	0.2%	1	-4%	1%	3%	i	2%	-1%	-19	-9
COC(=O)Cn1c(=NC(=O)C2COc3ccccc3O2)sc2cc(S(N)(=O)=O)ccc21 (stereo not given)	-4.5%	1.2	-2%	21%	10%	i	2%	-4%	-5	-30
O=C(NCc1ccncc1)C(=O)Nc1nc(C23CC4CC(CC(C4)C2)C3)cs1	-12%	1.7	8%	-3%	22%	.	3%	13%	0	-9
CCC(=O)c1c[nH]c(C(=O)NCc2cccnc2)c1	-7.8%	1	0%	5%	-5%	i	-3%	-9%	8	8
FC(F)(F)c1ccccc1NC(=S)N/N=C1\CC2CC=CC12 (stereo not given)	-7.6%	1.1	6%	2%	-4%	i	4%	1%	21	2
CCOc1cc(/C=N/NC(=O)c2cccnc2)ccc1OCc1ccc(C(=O)OC)o1	-3.3%	1	7%	-1%	-8%	i	6%	-6%	6	17
COc1ccc(CNC(=O)c2onc(C)c2Cl)cc1	-3.2%	1.1	-2%	4%	-10%	i	2%	-12%	10	5
COc1ccc(C2CC(c3cccs3)=NN2c2nc(C)c(C(C)=O)s2)cc1OC (stereo not given)	-1.0%	1.1	-2%	-4%	-63%	i	?	-99%	18	-22
O=S(=O)(c1ccc(Br)s1)N1CCc2ccccc2C1	-11%	1.1	-2%	1%	11%	i	-1%	14%	23	14
Cc1cc(CSc2ccccc2)ccc1NC(=O)c1ccc(CN2CCOCC2)cc1	3.1%	1	5%	4%	0%	i	13%	1%	5	1
CCNS(=O)(=O)c1ccc(NC(=O)c2cc(C(F)(F)F)nn2C)cc1	-1.9%	1	-6%	5%	-5%	i	11%	-7%	13	20
CSCc1cc(N(C)C)nc(SCc2ccc(Cl)cc2Cl)n1	-5.7%	0.9	10%	-6%	-3%	i	-3%	-3%	60*	52*
CN1CCC(=NNC(=O)c2cn(-c3ccccc3)nc2-c2ccccc2)CC1	2.3%	1.1	-8%	11%	-10%	i	6%	5%	-11	-4
CCOC(=O)c1nn(-c2ccccc2)c(C#N)c1N	-4.7%	1.1	-31%	-10%	8%	i	9%	8%	0	3
Cc1nc(NC(=O)CSc2ccccc2N)sc1C	-0.8%	1.1	-2%	37%	13%	i	12%	3%	39	10
CC(C)N(CCNCC(O)COc1ccc(C(C)(C)c2ccccc2)cc1)C(C)C (stereo not given)	-5.2%	1.1	-9%	2%	2%	i	0%	0%	56	48
CSc1c(C#N)sc(=S)n1-c1ccc(C)cc1	-0.2%	1	-3%	1%	13%	i	4%	9%	28	13
Cn1c(=O)nc2n(Cc3ccccc3)c3ccccc3cc-2c1=O	-6.8%	1.1	-6%	-16%	-22%	i	6%	-24%	-8	-9
COC(=O)c1c(NC(=O)CN2CCN(S(=O)(=O)c3ccccc3)CC2)sc2c1CCC(C)C2 (stereo not given)	-0.7%	1.1	7%	2%	4%	i	1%	-12%	10	16
O=C(O)CCSc1nnc(COc2cccc3cccnc23)n1-c1ccccc1	-5.0%	1.1	-5%	8%	6%	i	2%	3%	2	8
CCCCCC(=O)NC(=S)Nc1cccc(C(C)=O)c1	-11%	1	-4%	-7%	9%	i	4%	3%	8	-5
Cc1ccc(S(=O)(=O)Nn2c(O)c(C=C3N=c4ccccc4=N3)sc2=S)cc1	.	.	8%	3%	.	i	?	.	.	.
O=C1CC(c2cccc(Cl)c2)CC(O)=C1C=NC1CCCC1 (stereo not given)	2.0%	1.1	2%	-4%	6%	i	5%	2%	5	12
CC1CC(C)CN(CCCNC(=O)Cn2ncn3cccc3c2=O)C1 (stereo not given)	-22%	1.2	-7%	20%	13%	i	11%	5%	-4	4
Cc1ccccc1NC(=O)CSc1nnc(Cc2cccn2C)n1-c1ccc(F)cc1	-3.7%	1	9%	-5%	10%	i	6%	7%	0	-8
c1ccc(CN2OCC3Cn4c(nc5ccccc54)C32)cc1 (stereo not given)	.	.	-9%	-6%	.	i	2%	.	.	.
CC(On1c(-c2ccccc2)nc2ccc(Cl)cc21)C(=O)O (stereo not given)	-2.6%	1.1	8%	-3%	-11%	i	4%	-10%	-3	1
O=C(Nc1ccccc1-c1ccccc1)C1CCCC1	-8.0%	1.1	-1%	0%	-2%	i	4%	-2%	0	19

Three records picked at random from those above:
SMILES	XIAP displacement	TNAP activation fold	LYP phosphatase	M17LAP inhibition	PMI inhibitors	Yfh1-depleted yeast	P. falciparum M1AAP	human PMI inhibitors	WT yeast gro inh	WT yeast gro inh mutant strain
CCCCCC(=O)NC(=S)Nc1cccc(C(C)=O)c1	-11%	1	-4%	-7%	9%	i	4%	3%	8	-5
CN1CCC(=NNC(=O)c2cn(-c3ccccc3)nc2-c2ccccc2)CC1	2.3%	1.1	-8%	11%	-10%	i	6%	5%	-11	-4
COC(=O)c1c(NC(=O)CN2CCN(S(=O)(=O)c3ccccc3)CC2)sc2c1CCC(C)C2 (stereo not given)	-0.7%	1.1	7%	2%	4%	i	1%	-12%	10	16

The results go on:
SMILES	XIAP displacement	TNAP activation fold	LYP phosphatase	M17LAP inhibition	PMI inhibitors	Yfh1-depleted yeast	P. falciparum M1AAP	human PMI inhibitors	WT yeast gro inh	WT yeast gro inh mutant strain
CCSCCNC(=O)c1cc(-n2cnnc2)ccc1Cl	-3.6%	1.1	-1%	-11%	7%	i	14%	-9%	3	37
CC(=O)Nc1ccc(OCC(O)Cn2c(C)nc3ccccc32)cc1 (stereo not given)	-6.6%	1	-13%	0%	1%	i	3%	-6%	-1	-1
Cn1c(=O)oc2cc(S(=O)(=O)N3CCCC(C(=O)NCC4COc5ccccc5O4)C3)ccc21 (stereo not given)	-3.9%	1	-4%	20%	7%	.	2%	9%	7	5
COC(=O)c1ccc(OCC(=O)c2cccc(OC)c2)cc1	-2.7%	1	-8%	-20%	6%	i	3%	3%	-14	-19
Cc1noc(C)c1Cc1c(Cl)cccc1Cl	-9.9%	1.1	-7%	2%	7%	i	-2%	2%	-3	8
COc1cccc(C(=O)OCC(=O)Nc2ccccc2N2CCOCC2)c1	-8.0%	1.1	-7%	-3%	13%	i	0%	11%	2	-5
NC(=O)/C(=C\c1ccccc1)NC(=O)/C=C/c1ccccc1	-2.0%	1	3%	17%	-10%	i	1%	-9%	-15	-10
CCOCCCNC(=O)c1ccc(-n2c(=S)[nH]c3ccccc3c2=O)cc1	-3.2%	1.1	-2%	1%	-3%	i	0%	-1%	3	1
CSC1=NC(C)(C)C=C(/C=C/c2ccc(Cl)cc2Cl)N1	-6.0%	1.2	3%	17%	6%	i	3%	22%	68*	63*
Cc1cccc(-c2noc(CCC(=O)NCC3CCCO3)n2)c1 (stereo not given)	-8.4%	1.1	-9%	-2%	14%	i	-3%	5%	5	5
CCCn1nnnc1NC(=O)COc1ccc(CC)cc1	-10%	1.1	-12%	1%	5%	i	4%	0%	11	14

Ordered by the number under M17LAP inhibition (descending): some entries from above
SMILES	XIAP displacement	TNAP activation fold	LYP phosphatase	M17LAP inhibition	PMI inhibitors	P. falciparum M1AAP	human PMI inhibitors	WT yeast gro inh mutant strain
Cn1c(=O)oc2cc(S(=O)(=O)N3CCCC(C(=O)NCC4COc5ccccc5O4)C3)ccc21 (stereo not given)	-3.9%	1	-4%	20%	7%	2%	9%	5
CSC1=NC(C)(C)C=C(/C=C/c2ccc(Cl)cc2Cl)N1	-6.0%	1.2	3%	17%	6%	3%	22%	63*
Cc1noc(C)c1Cc1c(Cl)cccc1Cl	-9.9%	1.1	-7%	2%	7%	-2%	2%	8
CCOCCCNC(=O)c1ccc(-n2c(=S)[nH]c3ccccc3c2=O)cc1	-3.2%	1.1	-2%	1%	-3%	0%	-1%	1
COc1cccc(C(=O)OCC(=O)Nc2ccccc2N2CCOCC2)c1	-8.0%	1.1	-7%	-3%	13%	0%	11%	-5
CCSCCNC(=O)c1cc(-n2cnnc2)ccc1Cl	-3.6%	1.1	-1%	-11%	7%	14%	-9%	37
COC(=O)c1ccc(OCC(=O)c2cccc(OC)c2)cc1	-2.7%	1	-8%	-20%	6%	3%	3%	-19
